AmpC inh detg = qHTS Inhibitors of AmpC Beta-Lactamase (assay with detergent) | P00811 | Potency, µM (doses to about 114 µM), for inactives: at the top dose activity change, negative = inhibition, actives largely listed as inhibitors | hit rate 0.041% among 370,000 | AID 485294, 2010 | AmpC hydrolysis of nitrocefin, absorbance 480 nm, 0.01% Triton;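 further: potency means the concentration at half of the fitted maximal effect; 0% = no-compound wells and -100% = no-enzyme wells; nearly all actives have a fitted effect of over 25% in size; some results filed as inactive show a strong effect at the top dose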
Target sequence (P00811 whole entry, looked up): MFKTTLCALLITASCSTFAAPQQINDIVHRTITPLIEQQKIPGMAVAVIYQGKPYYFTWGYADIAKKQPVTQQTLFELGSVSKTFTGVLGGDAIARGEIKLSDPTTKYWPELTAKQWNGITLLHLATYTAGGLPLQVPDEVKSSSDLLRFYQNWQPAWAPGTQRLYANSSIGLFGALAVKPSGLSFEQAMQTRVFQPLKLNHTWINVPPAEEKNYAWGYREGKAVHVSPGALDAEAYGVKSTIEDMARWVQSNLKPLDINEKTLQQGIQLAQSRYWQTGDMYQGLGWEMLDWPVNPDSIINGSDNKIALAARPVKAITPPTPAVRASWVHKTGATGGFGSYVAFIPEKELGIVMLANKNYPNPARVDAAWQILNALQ
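AmpC (5.3 nM in the dispensed reagent) in 20 mM phosphate pH 7.0 with 0.01% (detergent screen) or 0.0001% Triton X-100 was preincubated with compounds for 15 min at room temperature. Nitrocefin was then added from an 800 uM solution, and hydrolysis was followed at 480 nm.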
HCMV inh = qHTS Assay for inhibitors of the human cytomegalovirus (HCMV); HFF cells, HCMV-luciferase reporter, 72 h; stronger effect = lower value; activity change, negative = inhibition, % at 57.5 µM; hit rate 4.5% among 410,000; in the data active means activity change below about -60%; inconclusive means no clear call, values can overlap the other calls; inactive means above about -39%
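Cell-based, HFFs, 1000 cells/well, 16 h 37C; cpds in DMSO + HCMV-luc, MOI 1 PFU/cell; 72 h 37C; OneGlo luminescence after 5 min RT; norm. to buffer vs Salinomycin 10uM.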
AmpC no deterg = qHTS Inhibitors of AmpC Beta-Lactamase (assay without detergent); hit rate 0.52% among 330,000; P00811; AmpC nitrocefin hydrolysis, absorbance 480 nm, 0.0001% Triton; Potency, µM (series often up to 57.1 µM), inactives show at the top dose activity change, negative = inhibition, most hits filed as inhibitors;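 further: potency means the concentration at half of the fitted maximal effect; plate controls were no compound for no effect and no enzyme for full effect; nearly all actives have a fitted effect of over 20% in size; some results filed as inactive show a strong effect at the top dose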
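AmpC (5.3 nM in the dispensed reagent) in 20 mM phosphate pH 7.0 with 0.01% (detergent screen) or 0.0001% Triton X-100 was preincubated with compounds for 15 min at room temperature. Nitrocefin was then added from an 800 uM solution, and hydrolysis was followed at 480 nm.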
LmPK inhibitor = qHTS Assay for Inhibitors of Leishmania Mexicana Pyruvate Kinase (LmPK) | Q27686 | purified LmPK, Kinase-Glo ATP luminescence, 1 h | Potency, µM (top dose mostly 57.5 µM), without a hit: at the top dose activity change, negative = inhibition, usual class: inhibitors | hit rate 0.37% among 290,000 | AID 1721, 2009; further: potency means the concentration at half of the fitted maximal effect
Target sequence (Q27686 whole entry, looked up): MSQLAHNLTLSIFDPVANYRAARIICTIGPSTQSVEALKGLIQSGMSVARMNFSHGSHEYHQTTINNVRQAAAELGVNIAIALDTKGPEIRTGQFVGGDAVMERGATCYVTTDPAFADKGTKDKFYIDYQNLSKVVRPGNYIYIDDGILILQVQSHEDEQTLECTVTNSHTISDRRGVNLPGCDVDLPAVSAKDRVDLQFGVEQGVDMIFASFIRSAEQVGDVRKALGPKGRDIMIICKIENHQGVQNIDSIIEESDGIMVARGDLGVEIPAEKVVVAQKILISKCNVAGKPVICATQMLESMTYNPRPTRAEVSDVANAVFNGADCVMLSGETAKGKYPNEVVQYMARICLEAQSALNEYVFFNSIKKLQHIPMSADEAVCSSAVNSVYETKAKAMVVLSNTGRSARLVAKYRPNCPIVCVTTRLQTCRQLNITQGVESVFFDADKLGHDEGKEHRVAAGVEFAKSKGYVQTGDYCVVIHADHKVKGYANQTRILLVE
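Purified LmPK (0.1 nM) with 0.5 mM PEP and 0.1 mM ADP in imidazole buffer pH 7.2 with MgCl2/KCl, 1 h at room temperature. ATP formed was read by luciferase luminescence and normalized to no-enzyme and uninhibited controls.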
AMA1-RON2 inh = qHTS for Inhibitors of AMA1-RON; Towards Development of Antimalarial Drug Lead: Primary Screen; AlphaScreen AMA1-biotinylated RON2 peptide binding; Plasmodium falciparum AMA1 (3D7) - RON2 peptide interaction; Potency, µM (highest dose often 58.2 µM), for inactives: at the top dose activity change, negative = inhibition, actives largely listed as inhibitors; hit rate 0.2% among 360,000; AID 720542, 2013;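 further: potency means the concentration at half of the fitted maximal effect; 0% = vehicle wells and -100% = peptide control; nearly all actives have a fitted effect of over 45% in size; some results filed as inactive show a strong effect at the top dose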
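AMA1 (3D7) with his tag at 25 nM final met compounds first, then biotinylated RON2 peptide at 25 nM; detection used donor plus acceptor beads, 10 µg/mL apiece, read by AlphaScreen after 30 min at room temperature.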
Sm TGR inh = qHTS Assay for the Inhibitors of Schistosoma Mansoni Peroxiredoxins; purified TGR, DTNB reduction, TNB absorbance 405 nm; Schistosoma mansoni thioredoxin glutathione reductase (TGR), Q962Y6; hit rate 3% among 360,000; Potency, µM (titrated, usually from 114 µM), for inactives: at the top dose activity change, negative = inhibition, actives largely listed as inhibitors; further: potency means the concentration at half of the fitted maximal effect; nearly all actives have a fitted effect of over 60% in size
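First, TGR (20 nM dispensed) and NADPH were mixed with compound. Second, a 15 min room-temperature incubation followed. Third, further NADPH and then DTNB were added to start the reaction. Finally, TNB absorbance was monitored kinetically.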
TbPYK inhibitor = qHTS of Trypanosoma Brucei Inhibitors. TbPYK enzyme, Kinase-Glo Plus ATP luminescence, 45 min. hit rate 0.12% among 410,000. Potency, µM (titrated, usually from 76.8 µM), for inactives: at the highest dose activity, negative = inhibition, most hits filed as inhibitors. pyruvate kinase (Trypanosoma brucei), Q57TT1; further: potency means the concentration at half of the fitted maximal effect; nearly all actives have a fitted effect of over 50% in size
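Quantitative HTS: titrated library compounds versus trypanosomal pyruvate kinase in TEA buffer (pH 7.2) containing KCl, MgCl2, BSA and Tween-20. Reactions were initiated with ADP, 130 uM final. Kinase-Glo Plus luminescence was read after 45 min at RT.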
Numbers without * were called inactive; ? = inconclusive; · = not tested or not shown; [ ] = another dose, or the depositor's remark. Unless noted, the call rests on the fitted dose curve; in most records, active means well fitted curve in the direction sought with a large enough effect; inconclusive means small, poorly fitted or top-dose-only effect, or another doubt; inactive means no such curve, though single readings can be large; an effect the other way counts as inactive or inconclusive. Unless noted, on the % scale 0 is the no-effect control and ±100 the full control effect.

SMILES	AmpC inh detg	HCMV inh	AmpC no deterg	LmPK inhibitor	AMA1-RON2 inh	Sm TGR inh	TbPYK inhibitor
CCOC(=O)CC1=C(C(=O)OCC)C(c2cccs2)C(C#N)=C(N)O1 (stereo not given)	3%	-19	·	-1%	3%	1%	-13%
O=S1(=O)N=C(N/N=C/c2ccccn2)c2ccccc21	?	31	-8%	-6%	-14%	-7%	-6%
COc1ccc2[nH]c(=O)c(CN(C3CCCCC3)C(c3nnnn3Cc3ccco3)C(C)C)cc2c1 (stereo not given)	-8%	·	-33%	7%	0%	13µM*	-19%
CCCNC(=O)c1n[nH]c2c1CC(C(C)(C)CC)CC2 (stereo not given)	1%	-19	-3%	·	-1%	-2%	2%
O=C(C(c1ccccc1)c1ccccc1)N1CCN(Cc2ccco2)CC1	-8%	-37	104%[activator]	-6%	?	-8%	-5%
CCc1ccc2[nH]c(=O)c(C(c3nnnn3CCOC)N3CCN(c4ccccc4)CC3)cc2c1 (stereo not given)	-12%	28	111%[activator]	4%	2%	45µM*	-14%
Cc1c(C(=O)OCC(C)C)[nH]c2c1C(=O)CC(c1cccs1)C2 (stereo not given)	3%	-23	-32%	-4%	0%	3%	-11%
O=c1[nH]c(C2CCCN(S(=O)(=O)c3ccccc3)C2)nc2c1nnn2Cc1ccccc1F (stereo not given)	-7%	?	-18%	2%	6%	0%	6%
c1ccc(-c2nnc(OCc3cccnc3)c3ccccc23)cc1	-5%	-14	7%[2.29 µM]	1%	-9%	0%	-2%
Cc1ccc(S(=O)(=O)c2c(C)cc(C)nc2Cl)cc1	0%	24	-3%	3%	0%	0%	6%
COc1ccc(N(S(=O)(=O)c2ccccc2)S(=O)(=O)c2ccccc2)c(N)c1	-9%	11	-26%	·	-9%	-4%	-1%
O=C(NC1CCCCC1)NC1CCN(S(=O)(=O)c2ccc3c(c2)OCCO3)CC1	-4%	-13	-10%	2%	3%	5%	-5%
Cc1ccc(NC(=O)c2ccco2)c(NC(=O)c2ccccc2C)c1	3%	-19	-7%	-1%	-5%	4%	-2%
Cc1occc1-c1nnc(SCC(=O)c2ccc(F)cc2)o1	1%	12	-24%	-1%	17%	?	4%
O=c1[nH]c2ccccc2nc1-c1nnnn1Cc1ccccc1	·	0	·	·	-4%	·	3%
O=C(CN1C(=O)c2ccccc2S1(=O)=O)N1CCN(c2cccc(Cl)c2)CC1	·	32	·	·	-4%	·	-1%
CC12CC3OC3CC1CCC1C2CCC2(C)C1CCC21OCCO1 (stereo not given)	·	20	·	·	-19%	·	4%
Cn1c(=O)c(Nc2ccc(O)cc2)c2c3c(cccc31)C(=O)c1ccccc1-2	0%	-61*	-59%	-12%	25µM*	?	-6%
COC(=O)c1ccc(N2CCOCC2)c(NC(=O)c2ccc3c(c2)OCCO3)c1	-10%	0	-6%	0%	18%	8%	13%
CC1c2nc3ccccc3n2C(CC(=O)NC2CC2)C(=O)N1Cc1ccccc1 (stereo not given)	1%	41	-21%	3%	-2%	-2%	-3%
CCOc1ccccc1NC(=O)c1c(NC(=O)c2ccncc2)sc2c1CCC(C(C)(C)C)C2 (stereo not given)	0%	-2	·	·	·	12%	-14%
CCOc1ccccc1NC(=O)C1CCCN(S(=O)(=O)c2cccc3cccnc23)C1 (stereo not given)	-4%	1	5.6µM*	1%	1%	5%	-2%
C=CCOC(=O)C1=C(C)NC(C)=C(C(=O)OCC=C)C1c1ccc(C)o1	-8%	-38	48%	-2%	-2%	16µM*	11%
O=C(NCCCN1CCOCC1)c1ccccc1NS(=O)(=O)c1ccc(Br)cc1	-1%	-18	0%	-3%	-8%	2%	-9%
Cc1ccccc1CN1CC2=C(CCN(Cc3ccccc3)C2=O)N2CCN=C12	·	-99*	·	·	-7%	·	-6%
COC(=O)CCc1c(C)c(C(=O)c2ccco2)c2ccccn12	5%	-17	-13%	5%	-2%	-27%	-15%
NC(=O)C1CCN(CCC(=O)Nc2ccc(Br)cc2)CC1	4%	24	-11%	2%	17%	21%	·
CS(=O)(=O)c1ccc(NC(=O)CCN2C(=O)C3CCCCC3C2=O)cc1 (stereo not given)	-14%	-9	-11%	·	-14%	7%	11%
CN(CC(=O)Nc1ccc(F)cc1)C(=O)Cn1c(=O)oc2ccccc21	?	7	-14%	·	-5%	-17%	0%
Cc1ccc(NC(=S)NC2CC3CCC(C2)N3Cc2ccco2)cc1C (stereo not given)	1%	8	-29%	-1%	-6%	-3%	2%
O=C(O)/C=C/C(=O)Nc1ccc(S(=O)(=O)N2CCCC2)cc1	2%	-15	-16%	-1%	0%	-21%	5%
CC1(C)CC(=O)N(c2cccc(Cl)c2)C(=O)C1	0%	0	-13%	1%	-5%	10%	-4%
C/C=C/C=N/NC(=O)CN(c1ccc(Br)cc1)S(=O)(=O)c1ccccc1	-4%	-12	-42%	2%	79%[activator]	?	-2%
Cc1cc(NC(=O)Nc2cc(Cl)sc2Cl)no1	-9%	·	-31%	-1%	-6%	-15%	-3%
O=C(CC1CCCCC1)NCc1ccc(Cl)cc1	?	50	-22%	4%	9%	1%	2%
CN1CCN(C(=O)c2ccccc2NC(=O)c2ccc(C(C)(C)C)cc2)CC1	1%	·	34%	-5%	-18%	0%	-3%
COc1ccc(CNC(=O)c2cc3cc4ccc(C)cc4nc3o2)cc1	1%	-11	·	·	·	-13%	-1%
COc1ccc(Cl)cc1CSc1n[nH]c(C)n1	?	-27	-23%	2%	5%	-22%	-8%
CC1(C)CC(=O)c2cnc(NC3CC3)nc2C1	2%	-11	-9%	3%	-9%	·	3%
CCCCOc1ccc(C(=O)NCC(=O)N2CC=C(c3ccccc3)CC2)cc1	?	0	-30%	·	7%	-1%	-3%
O=C(CCCOC(=O)c1ccc(O)cc1O)c1ccc(Br)cc1	-1%	-21	-45%	·	-17%	4%	-21%
Cc1cc(C)nc(SCC(N)=O)n1	2%	-36	-1%	-8%	-11%	6%	1%
CCOc1ccc(N(CC(=O)NCc2ccco2)S(=O)(=O)c2ccc(OC)c(OC)c2)cc1	-1%	12	53%	7%	0%	32µM*	-2%
C=CCNc1nc(SCC=C)nc2ccsc12	-2%	?	-23%	3%	-10%	-16%	1%
C/C(=N\OC(=O)c1ccc(Cl)cc1)c1sc(-c2ccccc2)nc1C	?	91	-18%	-3%	-23%	3%	5%
O=Cc1c(N2CCCCCC2)nc2ccccn2c1=O	-10%	-12	0%	-2%	-5%	6%	1%
CCC1(C)NC(=O)N(CC(=O)Nc2cc(C)on2)C1=O (stereo not given)	·	4	-15%	·	37%[activator]	·	4%
CC(C)Oc1ccc(CN2CCCC(CO)(Cc3ccc(F)cc3)C2)cc1 (stereo not given)	-3%	7	14%	0%	2%	-3%	-10%
CCC(=O)N1CCC(C(N)=O)(N2CCCCC2)CC1	-1%	-33	-18%	0%	4%	-4%	1%
C=CCOC(=O)C1=C[C@H](c2csc3ccccc23)C[C@H](OCc2ccc(CO)cc2)O1	·	31	·	·	-3%	·	-1%
Cc1nc2ccccc2c(=O)n1NC(=O)c1ccc(Cl)cc1	-3%	12	-33%	5%	8%	3%	0%
O=C(CC12CC3CC(CC(C3)C1)C2)NC(=S)Nc1ccc(CN2CCOCC2)cc1	-4%	?	-13%	1%	-5%	-9%	0%

Twelve structures already listed, ordered by molecular weight, smallest number first.
SMILES	AmpC inh detg	HCMV inh	AmpC no deterg	LmPK inhibitor	AMA1-RON2 inh	Sm TGR inh	TbPYK inhibitor
Cc1cc(C)nc(SCC(N)=O)n1	2%	-36	-1%	-8%	-11%	6%	1%
CC1(C)CC(=O)c2cnc(NC3CC3)nc2C1	2%	-11	-9%	3%	-9%	·	3%
C=CCNc1nc(SCC=C)nc2ccsc12	-2%	?	-23%	3%	-10%	-16%	1%
CCC(=O)N1CCC(C(N)=O)(N2CCCCC2)CC1	-1%	-33	-18%	0%	4%	-4%	1%
COc1ccc(Cl)cc1CSc1n[nH]c(C)n1	?	-27	-23%	2%	5%	-22%	-8%
CCC1(C)NC(=O)N(CC(=O)Nc2cc(C)on2)C1=O (stereo not given)	·	4	-15%	·	37%[activator]	·	4%
Cc1nc2ccccc2c(=O)n1NC(=O)c1ccc(Cl)cc1	-3%	12	-33%	5%	8%	3%	0%
CC(C)Oc1ccc(CN2CCCC(CO)(Cc3ccc(F)cc3)C2)cc1 (stereo not given)	-3%	7	14%	0%	2%	-3%	-10%
O=C(CCCOC(=O)c1ccc(O)cc1O)c1ccc(Br)cc1	-1%	-21	-45%	·	-17%	4%	-21%
O=C(CC12CC3CC(CC(C3)C1)C2)NC(=S)Nc1ccc(CN2CCOCC2)cc1	-4%	?	-13%	1%	-5%	-9%	0%
C=CCOC(=O)C1=C[C@H](c2csc3ccccc23)C[C@H](OCc2ccc(CO)cc2)O1	·	31	·	·	-3%	·	-1%
CCOc1ccc(N(CC(=O)NCc2ccco2)S(=O)(=O)c2ccc(OC)c(OC)c2)cc1	-1%	12	53%	7%	0%	32µM*	-2%

Screening results (PubChem)
